Source: PubChem BioAssay (several laboratories)
Bim-Bcl-W = disrupts Bim peptide binding to human Bcl-W; bead-based flow cytometry; actives 0.02% (n = 190,000); Q92843; inhibition, % at 10 µM;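 note: 0% = bound tracer without compound and 100% = peptide blocker; higher means less fluorescent Bim peptide bound to Bcl-W beads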
Target sequence (Q92843 whole entry, looked up): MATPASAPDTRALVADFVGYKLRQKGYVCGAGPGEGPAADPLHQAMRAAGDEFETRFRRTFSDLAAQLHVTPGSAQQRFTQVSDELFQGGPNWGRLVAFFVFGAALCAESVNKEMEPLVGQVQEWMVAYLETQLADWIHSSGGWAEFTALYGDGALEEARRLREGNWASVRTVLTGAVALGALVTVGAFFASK
RGS8-Gao = modulates binding of RGS8 to human Galphao. P09471. multiplexed bead flow cytometry; actives lie on both sides. response (percent of control binding), % at 10 µM. actives 0.34% (n = 220,000). AID 1423; in the data active = response below about 60% or above about 140%; inactive = in between;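 note: Galphao activated as the GDP aluminium fluoride complex binding bead-coupled RGS8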
Mcl1 Bid PPI = disrupts binding of human Mcl-1 to Bid peptide; inhibition, % at 21.7 µM; actives 0.97% (n = 220,000); Q07820; AID 1021; TR-FRET Mcl-1/Bid-Dy647 peptide binding, 1536-well;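 active = compounds that cut the binding signal by more than half at the single screening dose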;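 note: His-tagged Mcl-1 with europium anti-His antibody binding Bid BH3 peptide; 0% = Mcl-1 plus peptide wells and 100% = peptide-only wells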
Bcl-2 Bim block = human Bim-Bcl-2 interaction inhibition | P10415 | Bead-based flow cytometry, Bim peptide-Bcl-2 binding | inhibition, % at 10 µM | actives 0.06% (n = 190,000); in the data active = inhibition above about 40%; inconclusive = no clear call, values can overlap the other calls;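 note: 0% = no compound wells with probe peptide and 100% = reference peptide inhibitor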
Target sequence (P10415 whole entry, looked up): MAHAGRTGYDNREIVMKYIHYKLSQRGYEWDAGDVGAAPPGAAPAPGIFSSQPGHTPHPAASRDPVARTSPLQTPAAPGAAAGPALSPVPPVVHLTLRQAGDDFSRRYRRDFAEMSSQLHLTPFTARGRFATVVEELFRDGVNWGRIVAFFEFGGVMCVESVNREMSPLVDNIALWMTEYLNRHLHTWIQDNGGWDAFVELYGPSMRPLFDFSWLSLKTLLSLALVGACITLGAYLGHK
RGS4-Gao reg = modulates binding of RGS4 to human Galphao; P09471; Multiplexed bead flow cytometry; actives lie on both sides; binding response (% of control), % at 10 µM; actives 0.33% (n = 220,000); AID 1415; in the data active = binding response below about 49% or above about 150%; inactive = in between;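 note: fluorescent Galphao activated with aluminum fluoride binding bead-coupled RGS4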
Mcl-1 Bim block = inhibitors of Bim-Mcl-1 interaction, human; Bead-based flow cytometry, Bim peptide-Mcl-1 binding; inhibition, % at 10 µM; actives 0.1% (n = 190,000); AID 1009;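 note: 0% = no compound tracer wells and 100% = peptide blocker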
Bcl-XL Bim block = disrupts Bim peptide binding to human Bcl-XL; bead flow cytometry, fluorescence; inhibition, % at 10 µM; actives 0.04% (n = 190,000); AID 1007
Target sequence (Q07817 whole entry, looked up): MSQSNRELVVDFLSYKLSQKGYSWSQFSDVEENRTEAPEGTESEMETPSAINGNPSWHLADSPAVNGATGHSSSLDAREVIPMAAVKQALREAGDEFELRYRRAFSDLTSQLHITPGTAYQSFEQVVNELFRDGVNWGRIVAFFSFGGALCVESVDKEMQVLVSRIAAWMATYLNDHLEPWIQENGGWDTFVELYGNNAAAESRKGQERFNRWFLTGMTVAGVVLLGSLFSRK
Bfl-1 Bim block = human Bim-Bfl-1 interaction inhibition | Q16548 | Bead-based flow cytometry, Bim-Bfl-1 binding inhibition | inhibition, % at 10 µM | actives 0.12% (n = 190,000) | AID 1008;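 note: 0% = wells without compound plus tracer and 100% = blocker peptide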
RGS7-Gao = modulates binding of RGS7 to human Galphao; P09471; Multiplexed bead flow cytometry; actives lie on both sides; binding response (% of control), % at 10 µM; actives 0.35% (n = 220,000); in the data active = binding response below about 49% or above about 150%; inconclusive = no clear call, values can overlap the other calls; inactive = in between;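 note: fluorescent Galphao held in activated GDP-AlF4 state binding bead-coupled RGS7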
Mcl1 Noxa PPI = disrupts binding of human Mcl-1 to Noxa peptide; Q07820; TR-FRET Mcl-1/Noxa peptide binding, 2 h; actives 1.5% (n = 220,000); inhibition, % at 21.7 µM;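 active = compounds that cut the protein-peptide binding signal by more than 50% relative to plate controls in a single-dose test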;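 note: His-tagged Mcl-1 with rhodamine Noxa BH3 peptide and terbium anti-His antibody; 0% = Mcl-1 plus Noxa peptide wells and 100% = peptide-only wells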
Bim-Bcl-B = disrupts Bim peptide binding to human Bcl-B; Q9HD36; bead-based flow cytometry; actives 0.073% (n = 190,000); AID 951; inhibition, % at 10 µM;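 note: 0% = tracer peptide without compound and 100% = reference inhibitor peptide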
Target sequence (Q9HD36 whole entry, looked up): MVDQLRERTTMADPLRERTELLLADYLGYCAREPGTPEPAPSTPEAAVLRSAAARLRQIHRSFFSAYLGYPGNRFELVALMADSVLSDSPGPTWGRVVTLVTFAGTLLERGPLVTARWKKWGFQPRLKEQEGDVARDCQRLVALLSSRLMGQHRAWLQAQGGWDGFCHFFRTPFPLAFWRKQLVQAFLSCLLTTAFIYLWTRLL
Starred values were filed as active, the others as inactive; ? = inconclusive; . = not tested or not shown; & = joins results of further samples. Cut-off read from the data, not from the text of the source, unless noted: active = inhibition above about 40%. Outcome played no part in choosing rows; overall some 2.7% were active at least once.

Bim-Bcl-W	RGS8-Gao	Mcl1 Bid PPI	Bcl-2 Bim block	RGS4-Gao reg	Mcl-1 Bim block	Bcl-XL Bim block	Bfl-1 Bim block	RGS7-Gao	Mcl1 Noxa PPI	Bim-Bcl-B	SMILES
0	103	-37	-5	76	0	-6	-6	99	18	-4	COc1ccc(C(C(=O)Nc2ccc3c(c2)OCO3)N(C)C(=O)Cc2c[nH]c3ccccc23)cc1 (centres undefined)
5	86	-51	6	84	6	11	0	80	-28	9	O=C(Cn1nc2ccccc2n1)N/N=C/c1cc([N+](=O)[O-])ccc1O
-2	99	-6	-3	100	0	-1	-5	102	15	-2	Cc1c(C(=O)NN2CCOCC2)oc2c1ccc1ccccc12
-1	102	-3	-5	101	-5	-6	-3	100	14	-6	COc1cc(/C=N/NC(=O)c2ccccn2)cc2c1OCO2
-1	99	-19	-4	98	-2	0	-7	?	11	-10	O=C(COc1cccc(Br)c1)N/N=C1\CCCc2ccccc21
.	100	4	.	99	.	.	.	?	17	.	NNC(=O)c1cncc(Br)c1
4	101	-19	2	104	2	1	9	102	18	2	COC(=O)c1ccc(-n2nc(C(F)(F)F)c3c2-c2ccoc2CC3)cc1
-3	100	-24	-7	97	-1	-2	-14	101	7	-11	CCCCOC(=O)c1ccc(NC(=S)NC(=O)c2c(Cl)cnn2C)cc1
.	101	-20	.	99	.	.	.	?	1	.	O=C(Cc1ccc(O)cc1)NCCNC(=S)NCc1ccccc1
0	98	10	-13	104	-3	-1	-14	96	8	-7	CC12CCC(C(=O)N(CC(O)CN3CCCCC3)C1=O)C2(C)C (centres undefined)
-1	92	1	-4	94	-2	-6	-2	93	4	-2	Cc1ccc2nc(NC(=O)c3ccc(S(=O)(=O)N4CCCc5ccccc54)cc3)sc2c1
0	91	-12	0	88	-3	0	4	89	-8	4	CSc1nnc2c(n1)OC(c1ccsc1)N(C(C)=O)c1ccccc1-2 (centres undefined)
1	101	3	0	98	2	0	0	102	16	-1	CC1CCCCN1C(=O)Cn1cc(C(=O)c2ccco2)c2ccccc21 (centres undefined)
0	99	-9	0	99	-2	-2	-6	113	-13	-2	CCN(C(=O)c1ccc(Cl)c([N+](=O)[O-])c1)c1ccccc1
-1	99	0	-1	103	-4	-1	0	101	-8	-5	O=C(COC(=O)C1CC(O)CN1C(=O)Oc1ccccc1)c1ccc(Br)cc1 (centres undefined)
-2	100	-57	-4	102	0	-1	-7	98	-10	-4	CCCN1C2CCCC1CC(NC(=S)Nc1cc(C)cc(C)c1)C2 (centres undefined)
-1	100	-24	1	98	-2	-1	1	99	20	0	O=C1CCCN1CC(O)CS(=O)(=O)c1ccc(Cl)cc1 (centres undefined)
-1	102	-27	-3	108	-1	-3	-2	107	6	-1	COc1cc2c(cc1OC)CN(CC(=O)NC(=O)NCc1ccco1)CC2
-1	97	-15	-6	94	-1	-2	-10	94	-24	-6	CCOCC(=O)Nc1ccccc1C(=O)OCC
-7	103	6	-1	104	-4	-2	-4	101	6	-7	Cc1cc(NCc2ccccc2)nc2ccccc12

Structural class, those above containing a Cl atom (three)
Bim-Bcl-W	RGS8-Gao	Mcl1 Bid PPI	Bcl-2 Bim block	RGS4-Gao reg	Mcl-1 Bim block	Bcl-XL Bim block	Bfl-1 Bim block	RGS7-Gao	Mcl1 Noxa PPI	Bim-Bcl-B	SMILES
-3	100	-24	-7	97	-1	-2	-14	101	7	-11	CCCCOC(=O)c1ccc(NC(=S)NC(=O)c2c(Cl)cnn2C)cc1
0	99	-9	0	99	-2	-2	-6	113	-13	-2	CCN(C(=O)c1ccc(Cl)c([N+](=O)[O-])c1)c1ccccc1
-1	100	-24	1	98	-2	-1	1	99	20	0	O=C1CCCN1CC(O)CS(=O)(=O)c1ccc(Cl)cc1 (centres undefined)

(further entries)
Bim-Bcl-W	RGS8-Gao	Mcl1 Bid PPI	Bcl-2 Bim block	RGS4-Gao reg	Mcl-1 Bim block	Bcl-XL Bim block	Bfl-1 Bim block	RGS7-Gao	Mcl1 Noxa PPI	Bim-Bcl-B	SMILES
-2	99	-28	-2	96	-3	-5	-6	99	16	-6	COc1ccc(NC(C)=O)cc1NC(=O)c1ccc2ccccc2c1
0	99	-18	-2	101	-2	-2	0	100	1	1	Cc1ccc(NC(=O)Nc2ccccc2C#N)c(Cl)c1
0	103	-16	-2	103	2	-2	-5	?	-13	-3	CC(=O)NCC(=O)OCC(=O)N1c2ccccc2Sc2ccccc21
-3	99	-15	0	101	-3	0	-2	100	-1	-2	C=C1CC(C)OC(c2ccccc2OCC(O)CN2CCCCC2)C1 (centres undefined)
0	99	8	-9	99	0	-1	-9	97	10	-8	CCOC(=O)C1=C(c2ccc(OC)cc2)C(=O)c2ccccc2C1=O
-5	104	9	3	102	-5	-5	8	106	-13	-2	CC(C)Cn1c(SCC(=O)NC(=O)NC2CCCC2)nc2ccccc21
-2	101	-15	-7	99	-3	-6	-2	98	34	-3	Cc1ccc2nsnc2c1S(=O)(=O)N1CCN(CCc2ccccc2)CC1
-3	102	-86	0	100	21	-2	-2	100	12	8	Cc1ccc2c(c1)c(N=Nc1cccc(C(=O)O)c1)c(O)n2C
-1	99	-5	-7	88	3	0	-8	93	-3	-2	Cc1sc2nc(SCC(=O)OC(C)C)n(C)c(=O)c2c1C
.	102	-10	.	102	.	.	.	?	6	.	CCc1nc(CN2CCN(c3ccc(C(F)(F)F)cn3)CC2)c(C)[nH]1
1	99	-50	0	96	-2	0	0	102	21	0	CC1=C(C(=O)Nc2ccccc2)C(c2ccncc2)C(C#N)=C(SCC(=O)NC2CC2)N1 (centres undefined)
3	100	57*	-2	99	-1	-2	-11	100	35	-9	CC1CN(C2CCN(C(=O)COc3ccc(Cl)cc3)CC2)CC(C)O1 (centres undefined)
-1	102	-3	-10	102	-5	-4	-12	104	-17	-7	O=C(NCc1ccc(C(F)(F)F)cc1)C1CC(c2c(Cl)cccc2Cl)=NO1 (centres undefined)
0	101	-17	-3	102	1	-3	-12	103	-4	-3	CCCCCc1nnc(NC(=O)C(=O)OCC)s1
-6	104	7	3	103	-1	-4	1	109	-8	-1	CC(=O)Nc1ccc(NC(=S)NC(=O)/C=C/c2ccc(Cl)cc2)cc1
-3	102	-16	-6	101	-5	-6	-3	102	5	-6	CCc1ccc(N2C(=O)C3NN=C(C(=O)OCc4ccccc4)C3C2=O)cc1 (centres undefined)
0	100	1	0	101	0	0	0	98	10	-1	Cc1cc(NC(=O)CCl)n(-c2nc3ccccc3s2)n1
.	101	-27	.	98	.	.	.	?	5	.	CCCC(C(=O)O)n1c(O)c(C=C2N=c3ccccc3=N2)sc1=S (centres undefined)
-7	107	-87	-5	105	-8	-10	-6	107	-12	-11	COc1ccc(CCNC(=O)CSc2nn(-c3ccccc3)c(=S)s2)cc1OC
-2	104	-26	-14	107	-4	-8	-20	103	10	-7	CC(C)C(NCc1c(Cl)cccc1Cl)C(=O)O (centres undefined)
-5	100	-39	-1	101	-7	-10	0	100	1	-18	O=C1OC(/C=C/c2ccc(Cl)cc2)=NC/1=C/c1ccco1
-1	98	9	1	101	-4	-4	0	101	10	-6	O=C(/C=C/c1ccccc1Cl)N(Cc1ccc(Cl)cc1)C1CCS(=O)(=O)C1 (centres undefined)
0	98	-10	-5	97	-3	-5	-16	99	14	-6	COCC1CCCN(C(=O)c2ccc(OC3CCN(Cc4ccccn4)CC3)cc2)C1 (centres undefined)
-3	104	-4	-4	104	-1	-4	-9	104	5	-6	COc1ccccc1-c1ccc(SCc2ccc(F)cc2)nn1
.	98	-41	.	97	.	.	.	?	20	.	CC(=O)Nc1ccc(-c2ccc(NC(C)=O)c(O)c2)cc1O
0	101	-19	2	97	0	-1	0	97	0	2	Cc1cc(C)nc(NS(=O)(=O)c2ccc(NC(=O)CSc3nc4ccccc4[nH]3)cc2)n1
0	99	-33	-3	95	-5	0	5	?	9	-2	O=C1Oc2ccccc2C(=O)/C1=C\N1CCN(c2ccccc2)CC1
-2	102	-20	0	104	-1	-3	-3	108	-5	-4	COC(=O)c1ccccc1OCc1cccc(C)n1
-1	98	-7	0	114	-3	-3	1	113	-10	-4	Cc1ccc2oc(=O)c3cc(C(=O)NCCN4CCc5ccccc5C4)sc3c2c1
-2	101	-8	-2	99	0	3	-3	98	-17	-1	CCOc1ccc(CNC(=O)C2CCN(S(=O)(=O)N3CCCC3)CC2)cc1OC
0	98	-66	2	93	0	-4	0	95	21	-3	Cc1ccc(C(c2c(C)[nH][nH]c2=O)c2c(C)[nH][nH]c2=O)cc1[N+](=O)[O-]
0&-4	104&103	30&11	-1&-2	105&107	-1&0	0&-3	0&2	104&105	36&27	0&-3	CN1CCN(CCCN2c3ccccc3Sc3ccc(C(F)(F)F)cc32)CC1
3	99	-35	-7	106	-2	-8	-8	102	-9	-7	CC1CCC(C(C)C)C(OC(=O)CSc2nccc(=O)[nH]2)C1 (centres undefined)
2	99	-27	-4	104	-1	-1	-10	102	-5	-2	CN(Cc1ccccc1)c1nc2c(c(=O)n(C)c(=O)n2C)n1CCSc1ncccn1
0	102	2	0	102	3	-2	0	100	17	0	COc1ccc(C2C3(C#N)C(N)=NC(OC)(OC)C23C#N)cc1 (centres undefined)
.	99	-10	.	98	.	.	.	?	-10	.	Cc1cc(-c2nc(C)c(-c3nnc(SCC(=O)Nc4ccc(Cl)cc4)n3C)s2)no1
3	101	-27	8	104	5	3	1	103	-11	5	OCCn1c(SCCOc2ccccc2)nc2ccccc21
0	101	-10	-1	111	-1	-1	-8	109	10	-6	Cn1c(=O)c2c(nc(Oc3ccc4c(c3)OCO4)n2Cc2ccc(F)cc2)n(C)c1=O
